Nrf2 inh: Nrf2 pathway inhibition; A549 ARE-Fluc reporter, luciferase luminescence, 18-24 h; AID 504444; Potency, µM (titrated, usually from 46 µM), without a hit: at the top dose activity change, negative = inhibition, most hits filed as inhibitors; 2.1% of 360,000 active; note: potency is the fitted concentration of half-maximal effect; % is set by controls: 0 for no effect and ±100 for the full control effect; nearly all actives have a fitted effect of over 60% in size
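Quantitative HTS in A549 cells stably bearing an antioxidant response element-firefly luciferase construct. Inhibition of Nrf2-driven transcription was scored by luminescence after 18-24 h of compound exposure at 37 °C.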
A549 tox: kills or reduces viability of A549 cells in Nrf2 counter-screen | A549 ARE-Fluc cells, CellTiter-Fluor viability, 18-24 h | 0.16% of 390,000 active | Potency, µM (highest dose often 46 µM), for the others: top-dose activity change, negative = cytotoxicity, most hits filed as inhibitors; note: potency is the fitted concentration of half-maximal effect; % is set by controls: 0 for no effect and ±100 for the full control effect
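A549 ARE_Fluc cells in 5% FBS OPTI-MEM were exposed to compounds in concentration-response for 18-24 h at 37 deg C. Viability was read by CellTiter-Fluor fluorescence (Ex 405/Em 525) after 30 min, before the luciferase read.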
ATXN2 expr inh: inhibitors of ATXN2 expression | HEK-293 ATXN2-luciferase reporter, luminescence, 24 h | Potency, µM (top dose mostly 57 µM), inactives show top-dose activity change, negative = inhibition, usual class: inhibitors | 0.72% of 360,000 active; note: potency is the fitted concentration of half-maximal effect; % is set by controls: 0 for no effect and ±100 for the full control effect; nearly all actives have a fitted effect of over 55% in size
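ATXN2-luciferase reporter cells (luciferase flanked by upstream and downstream ATXN2 gene portions) were treated 24 h at 37 °C with compounds at up to 57 uM. SteadyGlo luminescence gave expression; GF-AFC fluorescence gave viability.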
IL-2 act: activates IL-2 in a cell-based reporter assay | activation, % (series mostly up to about 46 µM) | 0.065% of 360,000 active | IL-2 activation reporter assay, cell-based qHTS; stimulated with anti-CD3/CD4/CD28 beads; in transgenic mouse T cells; in the data active = activation above about 50%; inconclusive = mostly about 30% to 49%; note: 0% is about no effect
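Readout is EGFP and DsRed signal by fluorescent plate cytometry after 18 h at 37 degrees C. Transgenic mouse T cells (750/well) received compound for 60 min before bead stimulation (anti-CD3, anti-CD4, anti-CD28); memory T cells served as non-tolerant control.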
EPAC2 ag: activates human EPAC2 exchange factor. Q8WZA2. EPAC2 activation, biochemical qHTS; response scale: 100% = 6.5 mM cAMP response. Potency, µM (doses to about 154 µM), without a hit: at the highest dose activation, actives largely listed as activators. 0.079% of 360,000 active; note: potency is the fitted concentration of half-maximal effect; nearly all actives have a fitted effect of over 50% in size
Target sequence (Q8WZA2 whole entry, looked up): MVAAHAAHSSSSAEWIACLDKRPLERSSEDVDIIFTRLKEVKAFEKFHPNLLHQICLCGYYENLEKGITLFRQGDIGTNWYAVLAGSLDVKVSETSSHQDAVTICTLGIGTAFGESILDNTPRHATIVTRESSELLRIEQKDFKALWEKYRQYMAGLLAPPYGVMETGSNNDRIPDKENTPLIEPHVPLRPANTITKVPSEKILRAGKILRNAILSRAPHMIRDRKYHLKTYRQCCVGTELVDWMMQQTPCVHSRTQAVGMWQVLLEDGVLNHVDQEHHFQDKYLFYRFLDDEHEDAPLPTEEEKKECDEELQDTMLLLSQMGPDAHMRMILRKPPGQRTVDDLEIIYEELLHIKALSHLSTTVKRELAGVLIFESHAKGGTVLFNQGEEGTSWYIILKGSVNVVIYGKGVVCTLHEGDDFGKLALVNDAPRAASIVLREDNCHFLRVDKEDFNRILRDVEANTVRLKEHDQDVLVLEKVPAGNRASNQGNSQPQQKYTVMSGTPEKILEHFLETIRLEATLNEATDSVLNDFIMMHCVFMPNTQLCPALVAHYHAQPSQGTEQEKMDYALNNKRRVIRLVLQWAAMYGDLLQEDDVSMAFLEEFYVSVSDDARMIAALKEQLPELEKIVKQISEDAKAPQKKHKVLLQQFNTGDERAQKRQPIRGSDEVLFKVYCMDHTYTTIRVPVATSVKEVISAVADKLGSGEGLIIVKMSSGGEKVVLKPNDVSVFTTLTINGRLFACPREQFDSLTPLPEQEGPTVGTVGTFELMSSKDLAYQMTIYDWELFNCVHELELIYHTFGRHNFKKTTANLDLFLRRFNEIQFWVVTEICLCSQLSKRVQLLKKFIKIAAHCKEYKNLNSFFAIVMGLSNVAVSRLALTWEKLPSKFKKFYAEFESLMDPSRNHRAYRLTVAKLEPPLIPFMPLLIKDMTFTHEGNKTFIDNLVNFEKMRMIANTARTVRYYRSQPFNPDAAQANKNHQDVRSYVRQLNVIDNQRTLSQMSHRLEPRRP
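Setup: EPAC2 100 nM, labeled Rap1B complex 250 nM, free GDP 50 uM. Compound titrations pinned in, brief spin, 5 min room temperature incubation. Kinetic fluorescence read over 30 min, normalized to 6.5 mM cAMP.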
ATXN viability: viability counter-screen for ATXN expression inhibitors; S2 cells (HEK-293 line with an ATXN2-luciferase reporter) viability, CellTiter-Fluor protease fluorescence, 24 h; AID 651635; 0.49% of 400,000 active; Potency, µM (top dose mostly 56.7 µM), actives largely listed as cytotoxic; note: potency is the fitted concentration of half-maximal effect; nearly all actives have a fitted effect of over 40% in size
TGFb SMAD3 inh: blocks TGF-b signaling. HepG2 CAGA-GFP TGF-b/SMAD3 reporter, GFP fluorescence, 18 h; TGF-beta stimulated, 500 pg/mL final. Potency, µM (highest dose often 46.1 µM), for the others: top-dose activity, negative = inhibition, usual class: inhibitors. 1.2% of 410,000 active. AID 588855; note: potency is the fitted concentration of half-maximal effect; % is set by controls: 0 for no effect and ±100 for the full control effect; nearly all actives have a fitted effect of over 65% in size
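Cell-based qHTS in HEPG2 carrying a CAGA-GFP Smad reporter; compounds added before 500 pg/mL final TGF-beta, 18 h incubation at 37 degrees C, GFP fluorescence quantified per cell by imaging cytometry.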
Nrf2 activator: activators of Nrf2 (ARE) signaling. AREc32 ARE-luciferase reporter (MCF7-derived line), luminescence, 24 h. 0.31% of 410,000 active. Potency, µM (highest dose often 46.1 µM), without a hit: at the highest dose activation, usual class: activators; note: potency is the fitted concentration of half-maximal effect; % of control where 0% means no effect; nearly all actives have a fitted effect of over 65% in size
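ARE-driven firefly luciferase activity in AREc32 cells measured after a 24 hr compound exposure at 37 deg C, using Steady-Glo reagent and a 30 min room-temperature hold.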
HepG2 tox: kills HepG2 cells in TGF-b inhibitor counter-screen; 0.76% of 410,000 active; Potency, µM (top dose mostly 46.1 µM), without a hit: at the top dose activity change, negative = cytotoxicity, hits mostly cytotoxic; AID 588856; HepG2 CAGA-GFP viability, ATP luminescence, 18 h; note: potency is the fitted concentration of half-maximal effect; some results filed as inactive show a strong effect at the top dose
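CellTiter-Glo luminescence gave cytotoxicity after 18 hours at 37 degrees C. The cells were HepG2 CAGA-GFP in 1% FBS DMEM, stimulated with 500 pg/mL TGF-beta after compound addition. %Activity was normalised to no-cell wells (complete cell-killing) and DMSO (no toxicity), and curves were fitted and classified.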
The depositor's hits bear a star; i = inactive; ? = inconclusive; · = not tested or not shown; & = joins results of further samples; [ ] = another dose, or the depositor's remark. Unless noted, calls come from the whole dose curve; as a rule, active = well fitted curve in the direction sought with a large enough effect; inconclusive = small, poorly fitted or top-dose-only effect, or another doubt; inactive = no such curve, though single readings can be large; an effect the other way counts as inactive or inconclusive.

Compound,Nrf2 inh,A549 tox,ATXN2 expr inh,IL-2 act,EPAC2 ag,ATXN viability,TGFb SMAD3 inh,Nrf2 activator,HepG2 tox
CC(C#N)Sc1ncnc2sc3c(c12)CCC3 (stereo not drawn),?,7%,-10%,-1.9,9%,i,-20%,8.7%,-22%
COc1ccc(C(=O)O)cc1S(=O)(=O)N(C)C,0%,1%,-6%,-0.2,12%,i,3%,-0.1%,-3%
NS(=O)(=O)c1ccc(CCNC(=O)c2ccc([N+](=O)[O-])s2)cc1,9.2µM*,?,-34%,-3.2,2%,i,?,3.7%,20µM*
O=C1/C(=C/c2cccnc2)Cc2ccc(Cl)cc21,17%,6%,-1%,-1.3,5%,i,-1%,-0.4%,-42%
COc1ccc(NC(=S)N2CCN(C/C=C/c3ccccc3)CC2)cc1OC,-26%,-3%,-12%,0.7,-3%,i,?,1.4%,-3%
CCN(CC)S(=O)(=O)c1ccc(-c2cn3ccccc3n2)cc1,·,·,·,-1.8,7%,i,-11%,0.0%,-10%
Cc1nn(-c2ccccc2)c2nc(N)c(C#N)c(-c3ccc(O)c(O)c3)c12,16%,-10%,-15%,-2.4,11%,i,0%,0.5%,-42%
COc1ccc(OCCNS(=O)(=O)c2cccc([N+](=O)[O-])c2)cc1,-11%,-5%,-2%,-0.3,11%,i,2%,2.4%,7%
CCOCCc1c(O)nc(SC)[nH]c1=O,-13%,2%,·,0.8,-3%,i,0%,-0.1%,-20%
C#CCn1cc(/C=C2\NC(=O)NC2=O)c2ccccc21,-1%,0%,-19%,-0.2,3%,i,4%,7.6%,2%
Cc1ccc(NC(=O)C2CCN(S(=O)(=O)c3ccc4c(c3)NC(=O)C(C)S4)CC2)cc1Cl (stereo not drawn),1.3µM*,?,·,-0.3,6%,?,2.2µM*,-0.5%,-11%
COc1ccc(C2CC(=O)C(C=NCCN3CCN(C(=S)Nc4ccccc4)CC3)=C(O)C2)cc1 (stereo not drawn),20%,2%,-21%,-0.1,2%,i,6%,0.1%,6%
N#CC(CC(=O)c1ccc(Cl)cc1)c1ccccc1 (stereo not drawn),-7%,-1%,-5%,-6.1,-17%,i,5%,0.3%,6%
CCOc1c(Cl)cc(C(=O)Nc2cccc(C(=O)O)c2)cc1Cl,?,-7%,·,-0.4,-7%,i,?,-0.7%,-4%
Cc1cc(=O)n2nc(N3CCCC(C(=O)N4CCN(C)CC4)C3)sc2n1 (stereo not drawn),2%,6%,-4%,0.3,8%,i,-4%,0.2%,0%
CC(C)(C)S(=O)(=O)c1cnc2c(S(=O)(=O)c3ccccc3)cnn2c1N,16%,-2%,-5%[11.3 µM],-1.0,1%,i,-21%,-0.2%,1%
CC(C)COc1ccc(C(=O)OCC(=O)NCCC2=CCCCC2)cc1,11%,0%,-16%,-0.3,?,i,0%,0.3%,-2%
Oc1cccc(-c2nc(-c3cccs3)c(-c3cccs3)[nH]2)c1,12%,-2%,·,·,·,·,14µM*,-2.3%,-86%
O=C(Nc1cccnc1)c1cc(-c2ccc(Cl)cc2)on1,14%&3%,10%&0%,46%[activator],-0.1,9%,i,-2%&-19%,0.3%&4.1%,-16%&-3%
COc1cc(CNCCCN2CCOCC2)c(Br)cc1OCC(=O)Nc1ccccc1C,?,11%,2%,-4.2,7%,i,1%,0.1%,-9%
COc1ccc(OC)c(C(=O)COC(=O)c2ccc([N+](=O)[O-])o2)c1,3%,0%,-13%,1.0,1%,i,-2%,?,-28%
Cc1cc(C)c(C)c(S(=O)(=O)NCC(=O)Nc2ccc(F)cc2)c1C,4%,-2%,-12%,-4.0,8%,i,-23%,-0.3%,-19%
COC(=O)CC1Oc2ccc(C)cc2-n2cc(-c3ccc(F)cc3)nc21 (stereo not drawn),-8%,6%,-6%,·,·,i,5%,0.8%,-10%
COc1ccc(S(=O)(=O)N2CCOC2CNC(=O)C(=O)NCc2cccnc2)cc1C (stereo not drawn),-3%,5%,2%,0.2,0%,?,-5%,0.3%,-27%
COc1ccc(OCCOc2ccc(S(=O)(=O)N3CCCC3)cc2C(N)=O)cc1,1%,-2%,-14%,4.3,2%,i,?,1.7%,-6%
CC(C)[C@H](NC(=O)c1ccccc1)C(=O)OCC(=O)N1CCCc2ccccc21,-5%,4%,-11%,-0.9,9%,i,-12%,-1.1%,2%
Cc1cc(C(=O)NCCCn2ccnc2)sc1-c1ccccc1,?,4%,-2%,-1.9,14%,i,4%,2.1%,-2%
CC(=O)NCCc1ccc(S(=O)(=O)Nc2ccc(NC(=O)c3ccc(F)cc3)cc2)cc1,-4%,-3%,-22%,-0.5,1%,i,-28%,-0.1%,-22%
CC(C)[C@H](NC(=O)c1ccccc1F)C(=O)OCC(=O)NC(=O)NC1CCCCC1,-12%,0%,5%,-0.6,-1%,i,0%,-0.7%,-1%
Cc1c([N+](=O)[O-])c([N+](=O)[O-])nn1CC(=O)N1CCCCC1,-5%,-13%,-5%,1.3,-2%,i,-19%,?,-21%

3 compounds from above with just EPAC2 ag and TGFb SMAD3 inh:
| canonical_smiles | EPAC2 ag | TGFb SMAD3 inh |
| --- | --- | --- |
| CCOc1c(Cl)cc(C(=O)Nc2cccc(C(=O)O)c2)cc1Cl | -7% | ? |
| CCN(CC)S(=O)(=O)c1ccc(-c2cn3ccccc3n2)cc1 | 7% | -11% |
| NS(=O)(=O)c1ccc(CCNC(=O)c2ccc([N+](=O)[O-])s2)cc1 | 2% | ? |

The list goes on:
Compound,Nrf2 inh,A549 tox,ATXN2 expr inh,IL-2 act,EPAC2 ag,ATXN viability,TGFb SMAD3 inh,Nrf2 activator,HepG2 tox
COc1ccc(OC)c(NC(=O)c2ccccc2SC)c1,-28%,-13%,1%,-0.8,5%,i,12%,0.1%,-13%
CCOc1cccc(CN2CCN(Cc3ccc(C)o3)C(CCO)C2)c1O (stereo not drawn),16%,8%,-4%,1.5,-1%,i,9%,3.5%,-6%
CCCCCn1c(=O)[nH]c2cc(C(=O)NCCCN3CCCCC3CC)ccc2c1=O (stereo not drawn),-3%,-14%,-20%,-0.3,8%,i,9%,-0.2%,-21%
Cc1ccc(Cl)cc1N1CCN(C(=O)COc2cc(=O)n(C)c3ccccc23)CC1,11%,-5%,-14%,·,·,?,?,-2.3%,-37%
CC1=CC(C)(C)C(C(=O)O)C(C(=O)O)C1 (stereo not drawn),11%,2%,-6%,-1.6,-7%,i,-10%,0.0%,-36%
Cc1ccc(Cc2c(-c3ccc(Cl)cc3)nc3c(C)cc(Br)cn23)cc1,·,·,-18%,-0.6,5%,i,?,1.1%,-30%
COc1ccc(C(=O)Nc2cc3c(cc2C#N)OCO3)cc1S(=O)(=O)N1CCN(C)CC1,0%,19%,0%,-1.1,11%,i,-16%,0.0%,-21%
COC(=O)c1ccccc1NC(=O)c1ccc(COc2ccc(C)c(C)c2)o1,-9%,-2%,5%,0.4,9%,i,?,4.1%,3%
COc1cccc(CN(Cc2cccnc2)S(=O)(=O)c2ccc(-n3cnnn3)c(C)c2)c1OC,5%,-5%,-7%,-2.8,6%,i,-9%,-0.8%,-21%
COc1ccc(C(=O)NC2CCCCCC2)cc1S(=O)(=O)Nc1ccc(Br)cc1,·,0%,18%,-0.8,-22%,i,-23%,3.1%,-11%
CCOc1ccccc1NC(=O)c1nc2nc(C)cc(C(F)F)n2n1,·,1%,·,·,·,·,0%,4.4%,-31%
CCOC(=O)Cc1csc(NC(=O)Cc2ccc(Br)cc2)n1,-8%,-3%,-6%,0.3,9%,i,2%,-0.5%,12%
O=C(O)c1ccc(NCc2cccnc2)c([N+](=O)[O-])c1,-20%,?,·,-0.6,-6%,?,8%,0.1%,5%
Cc1ccc(OCCSc2nnc(-c3ccncc3)n2C)cc1,10%,·,-2%,-1.3,5%,i,14%,-0.7%,-13%
Cc1onc(-c2c(Cl)cccc2Cl)c1C(=O)N1CCCCC1,-1%,-1%,4%,0.9,7%,i,-6%,2.7%,-15%
Cc1nnnn1CC(=O)Nc1cccc([N+](=O)[O-])c1,-14%,3%,·,-1.5,-4%,i,3%,-0.4%,-21%
CC1(C)CC(=O)C=C(NCc2cccc(C(F)(F)F)c2)C1,3%,-2%,-18%,0.3,6%,i,0%,-0.1%,31%
CCc1cc2c3c(c(=O)oc2cc1OCC(=O)OC)CCCC3,3%,2%,·,1.6,8%,?,17%,4.3%,4%
Cc1ccc(C(O)c2ncc(-c3cccc(C(F)(F)F)c3)[nH]2)cc1 (stereo not drawn),·,·,-21%,-0.3,7%,?,?,-0.7%,-46%
COc1cc(OC)c(C(=O)Nc2cc(Cl)ccc2-n2cncn2)cc1OC,-6%,-4%,-5%,-3.5,6%,i,-6%,4.5%,-16%
Cc1ccc(CNC(=O)N[C@@H](Cc2ccccc2)C(=O)O)cc1,-4%,2%,6%,1.9,5%,i,?,-0.1%,12%
Fc1cccc(-c2oncc2-c2nnnn2-c2ccc(Cl)cc2)c1,-13%,-9%,-8%,-2.5,5%,i,-16%,0.1%,0%
Cc1ccc(CN2CC(C(=O)NC(c3nc4ccccc4[nH]3)C(C)C)CC2=O)cc1 (stereo not drawn),2%,4%,·,5.3,6%,?,4%,-0.6%,-20%
Nc1c(-c2ccccc2)nc(Cl)nc1-c1ccccc1,?,1%,3%,3.3,-6%,i,7%,5.4%,-22%
